Screens: PubChem, National Center for Advancing Translational Sciences (NCATS)
mIDH1 inhibitor – qHTS for Inhibitors of mutant isocitrate dehydrogenase 1 (IDH1): qHTS; IDH1-R132H enzyme, NADPH consumption, diaphorase/resazurin fluorescence; Potency, µM (top dose mostly 76.6 µM), for inactives: at the top dose activity change, negative = inhibition, usual class: inhibitors; 390,000 tested, 0.093% active; AID 602179, 2012; also: potency is read from the fitted curve at half-maximal effect; % is scaled to controls: 0 for no effect and ±100 for the full control effect; nearly all actives have a fitted effect of over 65% in size
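IDH1-R132H (0.5 ug/mL dispensed) in pH 7.5 Tris buffer was preincubated 30 min with compound, then given a substrate mix of 0.016 mM NADPH and 2 mM alpha-KG for 80 min at room temperature; remaining NADPH was read by diaphorase/resazurin fluorescence.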
D2 ag – HTS Assay for Allosteric Agonists of the Human D2 Dopamine Receptor: Primary Screen for Agonists; D(2) dopamine receptor (Homo sapiens), P14416; HEK293 T-REx D2 cells, calcium flux agonist mode; activation, % at 2 µM; 340,000 tested, 0.53% active; AID 485358, 2010;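 active = activation over 3 SD above normal in the single-dose calcium agonist read, cut at about 30% in these data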; also: 0% is about no effect
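Tetracycline-induced HEK293 Trex cells with D2 receptor force-coupled to calcium signaling, plated overnight at 30 C and loaded with no-wash calcium dye. Calcium flux read kinetically for 180 s after compound addition; responses flag agonists.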
D2 antagonist – HTS Assay for Allosteric Antagonists of the Human D2 Dopamine Receptor: Primary Screen for Antagonists; D(2) dopamine receptor (Homo sapiens), P14416; HEK293 TREx D2 cells, calcium flux, dopamine EC80; inhibition, % at 10 µM; 340,000 tested, 2% active; in the data active = inhibition above about 30%; also: 0% is about no effect
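Inhibition of EC80 dopamine-driven calcium flux, recorded kinetically, defines activity here; cells are a tetracycline-induced HEK293 T-REx line expressing force-coupled D2.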
TRHR enhancer – qHTS for Small Molecule Agonists and Allosteric Enhancers of Human TRH Receptor: Primary Screen for Enhancers. Thyrotropin-releasing hormone receptor (Homo sapiens), P34981. enhancement, % at 2 µM. TRHR cells, fluo-8 calcium fluorescence, EC20 TRH enhancement. 360,000 tested, 0.66% active; in the data active = enhancement above about 30%; also: 0% is about no effect
Target sequence (P34981 whole entry, looked up): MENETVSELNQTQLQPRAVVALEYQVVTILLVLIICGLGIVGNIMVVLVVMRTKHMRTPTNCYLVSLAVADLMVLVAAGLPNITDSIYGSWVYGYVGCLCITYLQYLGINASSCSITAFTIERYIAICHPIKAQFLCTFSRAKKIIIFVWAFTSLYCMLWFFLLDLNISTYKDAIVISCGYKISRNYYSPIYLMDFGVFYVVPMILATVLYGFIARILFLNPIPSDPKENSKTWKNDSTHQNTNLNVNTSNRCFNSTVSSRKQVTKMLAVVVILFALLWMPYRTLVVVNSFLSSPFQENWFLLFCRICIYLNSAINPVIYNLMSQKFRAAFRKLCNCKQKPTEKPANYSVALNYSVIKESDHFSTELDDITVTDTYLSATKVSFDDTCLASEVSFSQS
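TRHR-expressing cells loaded with fluo-8 calcium dye were read kinetically (ex 480/em 530) during compound addition, then stimulated with an EC20 of TRH (10 nM final). Enhancement of the Gq-mediated intracellular calcium response was scored.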
Pin1 inh – qHTS Assay to Find Inhibitors of Pin1 | Peptidyl-prolyl cis-trans isomerase NIMA-interacting 1 (Homo sapiens), Q13526 | Pin1 FP peptide displacement, HiFluor488, 10 min | Potency, µM (highest dose often 115 µM), for the others: at the highest dose activity, negative = inhibition, most hits filed as inhibitors | 390,000 tested, 0.009% active | AID 504891, 2011; active = well fitted inhibition curve with a large enough effect in the polarisation, with a control signal flat, not every such curve was filed as active; inconclusive = small, poorly fitted or top-dose-only effect, or effect the other way, or a change in a side signal; inactive = no such curve, though single readings can be large or run the other way; the % refers to the polarisation; also: potency is read from the fitted curve at half-maximal effect; % is scaled to controls: 0 for no effect and ±100 for the full control effect
Target sequence (Q13526 whole entry, looked up): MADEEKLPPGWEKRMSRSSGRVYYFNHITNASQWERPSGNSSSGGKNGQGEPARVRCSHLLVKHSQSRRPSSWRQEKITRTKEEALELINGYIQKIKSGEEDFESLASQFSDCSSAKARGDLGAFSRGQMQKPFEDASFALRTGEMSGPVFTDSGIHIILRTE
TrxR1 substrate – qHTS Assay for Substrates of Mammalian Selenoprotein Thioredoxin Reductase 1 (TrxR1): qHTS; 390,000 tested, 0.01% active; Potency, µM (titrated, usually from 114 µM), for the others: at the top dose activity change, negative = substrate turnover; Thioredoxin reductase 1, cytoplasmic (Rattus norvegicus), O89049; AID 588456, 2011; purified TrxR1 substrate turnover, NADPH consumption readout; also: potency is read from the fitted curve at half-maximal effect; % is scaled to controls: 0 for no effect and ±100 for the full control effect; nearly all actives have a fitted effect of over 50% in size
Target sequence (O89049 whole entry, looked up): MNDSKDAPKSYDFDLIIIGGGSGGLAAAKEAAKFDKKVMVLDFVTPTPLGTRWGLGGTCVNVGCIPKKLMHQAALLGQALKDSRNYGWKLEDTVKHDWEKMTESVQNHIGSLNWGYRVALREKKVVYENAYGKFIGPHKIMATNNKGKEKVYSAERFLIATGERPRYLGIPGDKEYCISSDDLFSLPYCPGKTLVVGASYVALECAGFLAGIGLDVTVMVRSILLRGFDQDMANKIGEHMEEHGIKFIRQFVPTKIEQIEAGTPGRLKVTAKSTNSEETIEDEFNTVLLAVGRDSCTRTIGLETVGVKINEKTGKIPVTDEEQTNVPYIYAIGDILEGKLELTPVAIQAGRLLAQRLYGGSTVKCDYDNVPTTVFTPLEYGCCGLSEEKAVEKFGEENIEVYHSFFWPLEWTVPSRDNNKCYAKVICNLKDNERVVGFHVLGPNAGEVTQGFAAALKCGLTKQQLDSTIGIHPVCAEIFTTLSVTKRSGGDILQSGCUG
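Rat TrxR1, dispensed at 90 nM, was prereduced with 400 uM NADPH (final) for 5 min at ~22 deg C, then incubated with compound 15 min before 400 uM selenite. A first-read NADPH fluorescence drop versus no-compound background flagged substrates.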
TRHR ag – qHTS for Small Molecule Agonists and Allosteric Enhancers of Human TRH Receptor: Primary Screen for Agonists | Thyrotropin-releasing hormone receptor (Homo sapiens), P34981 | TRHR cells, calcium flux fluo-8, FDSS agonist mode | activation, % at 2 µM | 360,000 tested, 0.18% active; in the data active = activation above about 30%; also: 0% is about no effect
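Fluo-8-loaded TRHR cells; 10 s baseline, compound added, kinetic Ca2+ fluorescence read 1/s, agonist mode.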
rTrxR1 inhibitor – qHTS Assay for Inhibitors of Mammalian Selenoprotein Thioredoxin Reductase 1 (TrxR1): qHTS | Thioredoxin reductase 1, cytoplasmic (Rattus norvegicus), O89049 | recombinant rTrxR1, NADPH fluorescence consumption, selenite substrate | Potency, µM (top dose mostly 114 µM), inactives show top-dose activity change, negative = inhibition, actives largely listed as inhibitors | 390,000 tested, 1% active | AID 588453, 2011; also: potency is read from the fitted curve at half-maximal effect; % is scaled to controls: 0 for no effect and ±100 for the full control effect; nearly all actives have a fitted effect of over 65% in size
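Rat TrxR1 (90 nM in the dispensed reagent) was pre-reduced with 400 uM NADPH for 5 min at room temperature, then incubated with compound for 15 min. After 400 uM selenite was added, NADPH fluorescence (Ex 340/Em 450 nm) was followed for 8 min.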
USP1 inh – Inhibitors of USP1/UAF1: Primary Screen; recombinant USP1/UAF1, Ub-Rhodamine cleavage fluorescence; Potency, µM (doses to about 57.1 µM), for inactives: top-dose activity change, negative = inhibition, actives largely listed as inhibitors; 390,000 tested, 0.23% active; AID 743255, 2014; also: potency is read from the fitted curve at half-maximal effect; % is scaled to controls: 0 for no effect and ±100 for the full control effect; nearly all actives have a fitted effect of over 60% in size; inactives centre near -12
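1 nM enzyme complex + cpd, 15 min RT; start with Ub-Rho 150nM final; kinetic fluorescence ex 480/em 540, 6 reads q60 s. Buffer 50mM HEPES pH 7.8, 0.5mM EDTA, 0.1 mg/ml BSA, 1mM TCEP, 0.01% Tween-20.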
Starred values were filed as active, the others as inactive; ? = inconclusive; / = no result given; & = joins results of further samples; [ ] = dose if it differs, or a comment. Unless noted, calls follow the shape of the dose curve; as a rule, active = well fitted inhibition curve with a large enough effect; inconclusive = small, poorly fitted or top-dose-only effect; inactive = no such curve, though single readings can be large or run the other way. An excerpt; the hit share may differ from the screen's.

Second line of a record – mIDH1 inhibitor	D2 ag	D2 antagonist	TRHR enhancer	Pin1 inh	TrxR1 substrate	TRHR ag	rTrxR1 inhibitor	USP1 inh
Cn1c(=O)c2c(nc(SCC(=O)Nc3ccc(F)cc3)n2Cc2ccccc2F)n(C)c1=O
  /	-1.4	/	-1	8%	-5%	-4.4	1%	-14%
CCCc1nnc(NC(=O)c2cccs2)s1
  -1%	-0.6	3	5	4%	8%[57.1 µM]	-0.5	-7%[57.1 µM]	-1%
Cc1ccc(C)c(N2CCN(CCCNC(=O)CCC(=O)N3CCOc4ccc(Cl)cc43)CC2)c1
  /	4.5	56*	0	/	/	2.0	/	/
O=C(COC(=O)c1cc(Cl)cc(Cl)c1)NCc1ccco1
  -18%	/	/	/	9%	-1%	/	1%	-19%
COc1cccc(/C=C/C(=O)OCC(=O)NCCC2=CCCCC2)c1
  -2%	/	/	0	?	11%[57.1 µM]	-0.9	15%[57.1 µM]	-2%
Cc1nc2ccc(NC(=S)NC3CC3)cc2nc1C
  2%	0.2	-14	4	1%	4%	-0.6	4%	-15%
O=C(NCc1ccccn1)C1CCN(S(=O)(=O)c2cnc[nH]2)CC1
  6%	/	/	-6	-14%	7%	0.3	12%[57.1 µM]	-13%
Cc1cccc(NC(=O)NCCN2C(=O)C3C4C=CC(C4)C3C2=O)c1 (stereo unspecified)
  -5%	-0.8	-3	4	-5%	2%	0.0	21%	-25%
CCOc1ccccc1C(=O)NCC(=O)OCC(=O)N1CCCC1
  -1%	/	/	/	-7%	-7%	/	7%	-8%
CS(=O)(=O)ON=C1CCN(S(=O)(=O)c2ccccc2)CC1
  6%	0.4	-29	0	3%	7%	0.0	15%	-16%
Cc1c2cnn(CC(=O)NCCc3ccccc3)c(=O)c2c(C)n1Cc1ccccc1Cl
  -5%	0.2	/	3	26%	2%	-2.0	1%	?
O=S(=O)(Nc1ccc(N2CCOCC2)cc1)c1ccc(Cl)s1
  5%	1.1	-11	8	-6%	-1%	-0.8	11%	-13%
CCc1nnc(N/N=C/c2c(F)cccc2Cl)n1N
  23%	-1.4	2	3	-9%	-10%	0.2	13%	-21%
CC(C)CN(C(=O)CC(C)c1ccccc1)c1c(N)n(Cc2ccccc2)c(=O)[nH]c1=O (stereo unspecified)
  9%	0.2	-2	-2	-4%	-6%	0.3	0%	-7%
COc1ccc(NS(=O)(=O)c2cc(NC(=O)CCSc3ccccc3)ccc2OC)cc1
  2%	-0.1	-7	4	20%	-7%	-0.5	-1%	-17%
Oc1ccc(-c2nccc(-c3cccs3)n2)cc1
  -1%	/	/	/	6%	6%[57.1 µM]	/	12%[57.1 µM]	-13%
O=C1NCCN(Cc2ccoc2)C1CC(=O)N(CCO)Cc1ccccc1 (stereo unspecified)
  1%	0.3	-4	14	-17%	21%[57.1 µM]	-0.3	-48%	1%
CS(=O)(=O)c1ccc2nc(NC(=O)CCNC(=O)c3ccc(Cl)cc3)sc2c1
  -16%	-0.9	5	-9	8%	5%	0.6	8%	-3%
N#C/C(=C(/O)c1ccc(-c2cccc([N+](=O)[O-])c2)o1)c1nc2ccccc2s1
  9%	20	-6	-4	35%[activator]	-2%[57.1 µM]	2.4	-2%[57.1 µM]	?
Cc1ccc(C23CC4CC(CC(NC(=O)NC(C)(C)CO)(C4)C2)C3)cc1
  0%	0.0	-11	-1	0%	-4%	-0.8	-8%	-15%
CCN1CCN(c2ccc(NC(=O)c3ccc(Cl)c(N4CCCC4=O)c3)cc2)CC1
  1%	1.0	14	-4	-3%	6%	1.1	18%	-19%
NS(=O)(=O)c1cc2c(cc1Cl)NCNS2(=O)=O
  -10%	1.6	7	1	-4%&1%	4%[57.1 µM]	0.2	7%[57.1 µM]	-30%
O=C(COC(=O)c1ccc(Cl)c(S(=O)(=O)N2CCCC2)c1)NCc1ccccc1
  4%	/	/	/	4%	-4%	/	9%[57.1 µM]	-15%
CCCn1ccc2c(OCC(=O)Nc3ccc(C(F)(F)F)cc3)cccc2c1=O
  -5%	0.3	/	-1	-1%	4%[57.1 µM]	0.8	13%[57.1 µM]	-22%
CCN(CC)C(=O)c1[nH]cnc1C(=O)NCC(=O)OC(C)(C)C
  -17%	0.0	-19	0	3%	-9%	-1.8	-3%	10%
CN(Cc1cccc(F)c1)C(=O)c1cccc(S(=O)(=O)N2CCN(Cc3ccccc3)CC2)c1
  0%	21	-14	-4	2%	-6%	-0.1	-3%	-6%
CCC1(C)NC(=O)N(CC(=O)N2CCN(c3cccc(Cl)c3)CC2)C1=O (stereo unspecified)
  -4%	1.7	22	1	-4%	0%	0.7	17%	-23%
Cc1cc(C)cc(NC(=O)CCCc2nc(-c3ccco3)no2)c1
  14%	-0.8	/	-2	-10%	-11%	-0.3	-10%	-13%
Cc1ccc(OCc2nc(C#N)c(N3CCN(Cc4ccccc4)CC3)o2)cc1
  3%	0.6	-13	-5	1%	4%[57.1 µM]	0.5	?	-12%
O=C(NCc1ccc(N2CCCC2=O)cc1)c1cn(Cc2ccccc2)nn1
  -1%	-1.4	4	-2	-7%	-1%	0.4	1%	-7%

Six entries drawn at random from those above, as already listed:
Second line of a record – mIDH1 inhibitor	D2 ag	D2 antagonist	TRHR enhancer	Pin1 inh	TrxR1 substrate	TRHR ag	rTrxR1 inhibitor	USP1 inh
N#C/C(=C(/O)c1ccc(-c2cccc([N+](=O)[O-])c2)o1)c1nc2ccccc2s1
  9%	20	-6	-4	35%[activator]	-2%[57.1 µM]	2.4	-2%[57.1 µM]	?
Cc1cc(C)cc(NC(=O)CCCc2nc(-c3ccco3)no2)c1
  14%	-0.8	/	-2	-10%	-11%	-0.3	-10%	-13%
Cc1cccc(NC(=O)NCCN2C(=O)C3C4C=CC(C4)C3C2=O)c1 (stereo unspecified)
  -5%	-0.8	-3	4	-5%	2%	0.0	21%	-25%
CS(=O)(=O)c1ccc2nc(NC(=O)CCNC(=O)c3ccc(Cl)cc3)sc2c1
  -16%	-0.9	5	-9	8%	5%	0.6	8%	-3%
Cn1c(=O)c2c(nc(SCC(=O)Nc3ccc(F)cc3)n2Cc2ccccc2F)n(C)c1=O
  /	-1.4	/	-1	8%	-5%	-4.4	1%	-14%
Oc1ccc(-c2nccc(-c3cccs3)n2)cc1
  -1%	/	/	/	6%	6%[57.1 µM]	/	12%[57.1 µM]	-13%

Next part.
Second line of a record – mIDH1 inhibitor	D2 ag	D2 antagonist	TRHR enhancer	Pin1 inh	TrxR1 substrate	TRHR ag	rTrxR1 inhibitor	USP1 inh
C/C(=N\NC(=O)c1nc2ccccn2c1C)c1cc2ccccc2o1
  2%	-0.1	5	0	3%	-19%[57.1 µM]	-1.6	6%[57.1 µM]	-14%
O=C(Cc1ccc(-c2ccccc2)cc1)Nc1ncccc1O
  -9%	-0.3	0	2	-1%	-4%	-0.2	3%	-16%
Cc1cc(C)c2ccc(N)nc2c1O
  -7%	0.8	-14	-2	6%	4%[57.1 µM]	0.6	8%	-9%
CC(C)(C)c1ccc(-c2nc(C=O)c3ccccn23)cc1
  7%	0.0	-14	-8	2%	15%	-1.4	9%	-18%
Nc1n[nH]c(-c2ccc([N+](=O)[O-])cc2[N+](=O)[O-])n1
  6%	-0.6	-19	6	9%	-9%	-0.3	5%	0%
CCCN(CCC)CCCNC(=O)c1ccc2c(c1)N(CC)C(=O)c1ccccc1S2=O (stereo unspecified)
  7%	0.1	107*	5	-10%	5%	0.0	0%	-13%
Cc1ccc(NS(=O)(=O)c2ccc3c(c2)NC(=O)CO3)cc1
  10%	-2.0	-3	5	4%	-1%	0.5	9%	-20%
COc1ccc(C(=O)NC2CCCCCC2)cc1S(=O)(=O)Nc1ccc(Br)cc1
  -3%	0.1	-22	-2	2%	4%[57.1 µM]	0.6	9%[57.1 µM]	1%
COc1ccccc1NC(=O)COc1ccc2c(c1)OCO2
  0%	-0.7	-8	2	-8%	3%	-1.0	9%	-19%
Cc1cccc(NC(=O)c2cccc(N3CCCS3(=O)=O)c2)c1
  18%	-0.1	/	-1	-5%	6%[57.1 µM]	0.0	20%[57.1 µM]	-31%
COc1cccc(C2Nc3cc(Cl)c(S(N)(=O)=O)cc3S(=O)(=O)N2)c1 (stereo unspecified)
  15%	1.3	5	-1	-3%	-4%	0.2	-6%	-26%
COc1cc(C(=O)Nc2nnc(S(=O)(=O)N3CCCCCC3)s2)cc(OC)c1OC
  0%	0.8	-12	4	0%	-4%	-0.1	13%	-20%
O=C1CCCC(=O)N1c1ccc(N2CCN(c3ccccc3)CC2)c([N+](=O)[O-])c1
  4%	18	2	10	-4%	-1%	0.5	11%	-5%
